# MITF act = increases MITF-driven TRPM1 promoter luciferase signal | SK-MEL-5 TRPM1-promoter luciferase, 24 h; % of positive control, neutral wells = 0 | activation, % at 12.5 µM | 300,000 compounds, 0.75% hits | AID 588334;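 active = mean activation of at least 80% with every replicate also reaching 80%; inconclusive = mean reaches 80% but some replicate falls short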;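 also: 0% = neutral control wells and 100% = parthenolide positive control wells; values of inactives mirror those of a sister screen read the other way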
# V-ATPase pH = alters yeast V-ATPase proton transport. S. cerevisiae, pHLuorin cytosolic pH fluorescence. 350,000 compounds, 0.37% hits. AID 504577. response, % at 10 µM; in the data active = response mostly above about 7.3%, no sharp cut-off; inactive = mostly below about 5.4%; also: actives read high; inactives centre near 0; some compounds called inactive have numbers as strong as hits; reference of the scale not given here
# Rtt109 Vps75 = inhibitors of Candida albicans Rtt109/Vps75 histone acetyltransferase | purified Rtt109/Vps75, ThioGlo CoA-SH fluorescence, 4 h | inhibition, % at 34.9 µM | 330,000 compounds, 0.16% hits | AID 540336 | Q5AAJ8;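 active = inhibition of at least 50% in every replicate; inconclusive = best replicate reaches 50% inhibition but some replicates fall short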
# Target sequence (Q5AAJ8 whole entry, looked up): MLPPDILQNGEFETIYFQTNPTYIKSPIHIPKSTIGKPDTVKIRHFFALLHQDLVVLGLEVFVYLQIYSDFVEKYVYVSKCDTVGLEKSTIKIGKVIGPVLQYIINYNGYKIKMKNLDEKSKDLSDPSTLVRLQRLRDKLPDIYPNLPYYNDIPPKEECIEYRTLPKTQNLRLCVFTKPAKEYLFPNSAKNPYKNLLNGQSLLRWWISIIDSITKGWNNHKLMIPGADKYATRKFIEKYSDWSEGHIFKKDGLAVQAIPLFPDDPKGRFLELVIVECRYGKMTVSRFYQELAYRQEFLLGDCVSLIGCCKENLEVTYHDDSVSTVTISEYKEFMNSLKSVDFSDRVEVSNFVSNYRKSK
# Tat export inh = E. coli Tat transport inhibition | AID 488895 | inhibition, % at 10 µM | 340,000 compounds, 0.036% hits | E. coli MC4100 TorA-mCherry Tat export, fluorescence;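 active = mean replicate inhibition at least 50% and at least half of replicates individually reaching 50%; inconclusive = only one of the two criteria met; inactive = neither criterion met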;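 also: exported cargo escapes ClpAP degradation while cytoplasmic cargo is degraded and loses fluorescence; 0% = median of neutral control wells and 100% = median of NaSCN control wells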
# cardiac RTF act = increases calcium sensitivity of human cardiac regulated thin filaments. P19429+P45379. IANBD-labeled TnC RTF fluorescence at EC20 calcium; 0% EC20 calcium, 100% full calcium. activation, % at 7.2 µM. 340,000 compounds, 0.24% hits. AID 493008;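 active = activation above the mean over all tested compounds plus 3 SD, cut at about 30% in these data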;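 also: rise in fluorescence read as greater calcium sensitivity of cardiac thin filaments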
# Wnt bcat act = activators of Wnt/beta-catenin signaling | Wnt/beta-catenin reporter cell assay, activator, plate reader | activation, % at 9.35 µM | 300,000 compounds, 1.2% hits; in the data active = activation above about 30%, passing the limit was not always enough; inconclusive = no clear call, values can overlap the other calls;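 also: 0% = neutral control wells and 100% = positive control wells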
# CDK5 inh = blocks human CDK5/p35 kinase activity. 330,000 compounds, 0.01% hits. Q00535+Q15078. inhibition, % at 10 µM. AID 488839. Recombinant CDK5/p35, ADP-Glo luminescence, 60 min;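 active = highest replicate inhibition of at least 50% and at least 75% of replicates reaching 50%; inconclusive = only one of the two criteria met; inactive = both criteria failed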;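 also: plate controls were DMSO neutral control for no effect and GW8510 at 10 µM for full effect; many of its hits are not listed in these tables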
# CAL PDZ FP-1 = human CAL PDZ-peptide interaction inhibition | purified CAL PDZ, TMR-peptide fluorescence polarization, 1 h | inhibition, % at 20 µM | 330,000 compounds, 0.02% hits | AID 504414;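 active = highest replicate inhibition of at least 40%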;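 also: plate controls were DMSO neutral control wells for no effect and unlabeled competitor peptide control wells for full effect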
#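 System: tagged CAL PDZ domain. Schedule: 1 h room-temperature incubation prior to read. Signal: fluorescence polarization (mP). Measure: percent inhibition from loss of millipolarization.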
# dFosB act = activators of mouse delta FosB homodimer; P13346; purified delta FosB, TAMRA-CDK5 oligo fluorescence polarization; percent of positive-control signal above neutral wells; activation, % at 25 µM; 340,000 compounds, 0.99% hits;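 active = mean activation above about 17%, with every replicate also reaching it, limit read from the data, passing the limit was not always enough; inconclusive = only one of the two conditions met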;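 also: fluorescence polarization rise as delta FosB binds a TAMRA Cdk5 AP-1 oligo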
# Target sequence (P13346 whole entry, looked up): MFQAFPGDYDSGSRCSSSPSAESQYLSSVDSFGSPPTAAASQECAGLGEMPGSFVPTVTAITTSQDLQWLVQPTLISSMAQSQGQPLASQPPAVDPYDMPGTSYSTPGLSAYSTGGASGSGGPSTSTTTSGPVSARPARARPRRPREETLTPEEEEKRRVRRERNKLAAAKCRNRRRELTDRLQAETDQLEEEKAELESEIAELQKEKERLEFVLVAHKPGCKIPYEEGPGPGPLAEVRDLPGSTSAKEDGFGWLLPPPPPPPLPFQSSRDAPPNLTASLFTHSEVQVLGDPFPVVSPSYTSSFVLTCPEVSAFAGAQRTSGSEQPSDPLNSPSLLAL
# CAL PDZ FP-2 = inhibitors of human CAL PDZ peptide binding | purified CAL PDZ, TMR-peptide fluorescence polarization, 1 h | inhibition, % at 24.9 µM | AID 602252 | 300,000 compounds, 0.92% hits | Q9HD26;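 active = mean inhibition of at least 30% with at least half of replicates also reaching 30%; inconclusive = no clear call, values can overlap the other calls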;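 also: 0% = DMSO neutral control and 100% = excess unlabeled competitor peptide PRC23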
# * = called active by the depositor; ? = inconclusive; / = not tested or not shown.
SMILES,MITF act,V-ATPase pH,Rtt109 Vps75,Tat export inh,cardiac RTF act,Wnt bcat act,CDK5 inh,CAL PDZ FP-1,dFosB act,CAL PDZ FP-2
Cc1[nH]nc(SCC(=O)NC2CCCC2)c1[N+](=O)[O-],4,-1,-6,-1,1,-1,0.5,-2.4,-2,1
N#Cc1ccc(OCC(=O)N/N=C(\CCC(=O)O)c2cccs2)cc1,1,-4,-4,4,1,1,-1.6,0.8,-2,-2
COc1cccc(CN2CC(C(=O)NC3CCCCCC3)CCC2=O)c1 (stereo unspecified),-2,3,-8,4,-5,-1,-0.4,-0.7,-2,-5
CCOC(=O)c1c(C)n(C)c2ccc(OCC(O)Cn3nc(C)cc3C)cc12 (stereo unspecified),10,-1,15,10,-4,/,3.1,-0.2,-5,/
O=C(/C=C\Nc1ccc(Cl)cn1)c1ccc(Br)cc1,103*,-2,-8,4,1,36*,-1.1,-2.2,9,0
Cc1ccc2[nH]c3c(=O)n(CCc4cnc[nH]4)cnc3c2c1,12,-3,2,2,2,6,0.6,-1.6,3,-5
Cc1cnc(C(=O)Nc2ccccc2F)cn1,72,-1,1,0,2,/,-0.7,-0.6,-4,-3
COC(=O)c1cccc(C23CC4(C2)[C@H](CN(Cc2ccc(C(F)(F)F)cc2)[C@@H]4c2ccccc2)C3c2ccccc2)c1 (stereo partly specified),-6,1,-4,9,3,/,-1.8,0.1,6,1
CCN(CC)S(=O)(=O)c1ccc(NC(=S)NC(=O)C2CCC2)cc1,0,-3,2,-3,-6,0,-0.4,-0.6,-2,54*
Cc1cc(NC(=O)c2ccco2)sc1C,104*,0,4,-3,1,62*,2.1,0.1,-4,/
CCCN(c1ccc(OCC)cc1)S(=O)(=O)c1ccc2c(c1)CCN2C(=O)CCC(=O)O,-1,1,6,-3,5,/,0.6,-1.6,-1,/
CC1CC(C)CN(C(=O)COC(=O)C2CCN(S(=O)(=O)c3ccc4c(c3)OCCO4)CC2)C1 (stereo unspecified),0,1,-5,3,-11,0,5.9,-4.6,-12,2
COCC(COS(N)(=O)=O)C(C)C (stereo unspecified),4,-2,-7,-7,13,0,-1.1,0.2,-3,0
CC1CCC2(CC1)NC(=O)N(CC(=O)NC1(C#N)CCCCC1)C2=O (stereo unspecified),-4,-2,1,-1,2,1,-1.7,-1.1,2,-2
O=C(NC(=S)Nc1ccc(NC(=O)c2ccco2)cc1)c1ccccc1,0,0,4,-7,-3,-2,0.8,-0.4,8,-2
O=C(NC1CC1)C(Cl)c1ccccc1 (stereo unspecified),0,-4,-3,-8,-4,-2,-1.2,-0.1,1,-7
CCN1CCN(CC(=O)N/N=C/c2cc(Br)cs2)CC1,/,2,12,-9,1,-2,0.0,1.5,0,-2
CCn1c(-c2cccn(Cc3ccccc3)c2=O)n[nH]c1=S,-14,2,6,-1,6,0,0.8,0.1,-6,-1
Cc1cc(C)c(C)c(S(=O)(=O)N(C)CCc2ccccn2)c1C,/,-4,2,-3,3,-6,1.9,-0.4,-1,-4
O=C(O)c1ccc(CSc2nnc(COc3ccccc3)o2)cc1,-6,-2,5,12,4,-2,1.6,/,6,-5
COCCCNC(=S)Nc1cc(C)c(C)cc1C,-10,7,5,6,8,-3,-2.4,-1.3,1,-5
COc1ccc(NC(=O)NC2CCCCC2C)cc1 (stereo unspecified),6,1,/,-4,4,1,1.6,-2.1,-5,-3
CCc1ccc(/C=C/c2c[nH]c3ccccc23)[n+](CC)c1,-37,-4,4,-4,10,-1,-0.9,0.4,-7,-5
O=C(NNC1CC(=O)N(c2ccc(Br)cc2)C1=O)c1ccccn1 (stereo unspecified),-8,-4,/,1,-3,-6,1.4,-2.6,-3,1
Cc1nc(C(=O)O)nn1-c1ccc([N+](=O)[O-])cc1,7,2,-3,-8,-6,-4,-0.5,-2.4,-2,0
CC(C)Oc1ccc(/C=N/NC(=O)c2nnn(-c3nonc3N)c2CN(C)c2ccccc2)cc1,7,4,0,-1,-2,-2,1.1,-2.0,-4,-3
Cc1ccccc1Cn1cc(NC(=O)c2cc(C3CC3)on2)cn1,26,3,9,-10,-6,-1,0.3,-1.0,-8,-1
CCC(OC(=O)C1=Cc2ccccc2OC1)C(=O)NCc1ccco1 (stereo unspecified),-2,5,-7,0,-3,-1,0.5,-0.2,1,-2
COc1ccc(S(=O)(=O)Nc2ccc(F)cc2)cc1N(C)S(=O)(=O)c1ccc(Cl)cc1,-4,-2,/,-2,8,-3,-1.0,-1.1,-6,-1
Cc1cccc(OCC(O)Cn2c(NCCCOC(C)C)nc3c2c(=O)[nH]c(=O)n3C)c1 (stereo unspecified),/,3,12,3,7,-2,-1.1,-0.9,4,-5
COc1ccc(OCCN2CCN(C(=O)c3ccc(OC)cc3)CC2)cc1,2,2,2,1,-9,-4,1.0,0.1,3,-2
CCN(CC)c1ccc(NC(=O)CSc2ccsc2[N+](=O)[O-])c(C)c1,-12,1,2,-6,2,/,2.5,0.1,-11,-1
CC1CCCN(S(=O)(=O)c2ccc(CN3C(=O)c4cccnc4C3=O)cc2)C1 (stereo unspecified),-1,-6,0,-6,0,-3,/,-2.6,-6,-2
COc1ccc(C2c3sc(=O)[nH]c3SC3C4CCC(C4)C23)cc1 (stereo unspecified),-15,4,6,2,8,0,0.0,-0.4,-5,-3
COc1ccc(/C(O)=C/C(=O)C(=O)Nc2c(C)n(C)n(-c3ccccc3)c2=O)cc1,4,-5,2,13,-4,/,-0.1,-1.2,-7,/
Cn1c(C(=O)Nc2ccc3c(c2)OCO3)cc2c(=O)n(C)c3ccccc3c21,11,-2,-2,0,2,0,1.0,1.6,-4,5
O=C(c1ccccn1)c1ncc(C(F)(F)F)cc1Cl,5,-1,5,6,-2,/,-0.6,/,1,3
O=C(/C=C/c1ccccc1)NC1CCSC1=O (stereo unspecified),36,1,1,-5,7,11,-3.9,0.6,-2,-2
Nc1nnc2cc(Cl)ccc2n1,-4,-2,4,5,-3,-6,0.2,-0.5,0,-1
CCOc1ccc(NN=C(C(=O)OC)C(=O)OC)c([N+](=O)[O-])c1,/,1,-3,5,4,4,7.6,0.1,8,/
CCCSc1ccc(-c2nn(-c3ccccc3)cc2/C=C(/C#N)C(=O)NCCCOC)cc1,-1,-74,-3,13,5,1,-5.7,-0.8,4,-1
CCc1ccc2oc(C(=O)N3CCN(c4ccc(OC)cc4)CC3)cc(=O)c2c1,0,-4,-6,-6,1,1,1.6,-0.8,-6,-5
CCOC(=O)c1c(N)sc(C(O)(C(F)(F)F)C(F)(F)F)c1-c1ccccc1,10,-3,4,7,-5,-4,-3.0,0.3,-7,-2
O=C(CCNS(=O)(=O)c1cccs1)NC1CCN(Cc2ccccc2)CC1,9,2,-5,3,0,-1,-1.1,-1.4,4,-84
CN(c1ccccc1)S(=O)(=O)c1cccc(NC(=O)c2ccc(=O)[nH]c2)c1,-5,-1,2,-2,-4,-4,0.0,-2.8,-9,-4
O=CNc1ccc2c(c1)Cc1cccc(NC=O)c1-2,-13,3,2,-6,-1,-3,-0.3,-0.4,-2,0
CCOc1ccc(-n2c(=O)c3sccc3n(Cc3cccc([N+](=O)[O-])c3)c2=O)cc1,-9,-1,-5,3,-6,0,0.5,-1.5,-3,-2
Cc1ccc(C)c(NC(=O)COC(=O)c2cccc3c2C(=O)c2ccccc2C3=O)c1,-23,0,-25,9,4,-3,-3.4,0.9,-10,0
CC(=O)Nc1cc2nc(C)n(Cc3ccc([N+](=O)[O-])cc3)c2nc1C,7,-1,-8,3,5,-1,-1.4,0.7,2,/
COCCCN(CC(=O)O)S(=O)(=O)c1ccccc1,-3,3,-18,-19,3,-3,0.0,-0.3,5,/
Cc1ccc(-n2c(SCC(=O)NCc3ccco3)nc3sc4c(c3c2=O)CC(C)(C)SC4)cc1,10,-3,-2,6,6,/,-0.2,-0.2,-6,-1
O=C(COC(=O)c1cc([N+](=O)[O-])ccc1N1CCOCC1)NCc1ccc(F)cc1,1,-3,13,-18,-2,-2,-0.6,1.0,-8,/
CCOC(=O)N1CCN(C(=O)c2ccc(CNS(=O)(=O)c3ccc(OC)cc3)cc2)CC1,-1,-3,4,-1,-5,/,-0.6,-2.3,-8,-5
CC1CC(Nc2ccccc2)c2ccccc2N1C(=O)c1ccccc1F (stereo unspecified),-12,2,5,-5,1,-8,1.6,1.1,1,-3
O=C(Nc1ccccc1Cc1ccccc1)c1oc2ccccc2c1COc1ccccc1,5,1,12,-7,3,-4,1.3,-2.8,-6,2
CSc1ccccc1C(=O)N1CCC(CCC(=O)NCc2ccc(F)cc2)CC1,-2,1,1,-3,3,0,1.3,-1.8,-8,0
COc1ccc(C(=O)N/N=C(\C)Cn2nc([N+](=O)[O-])cc2C)cc1,8,13,11,-12,5,/,-1.8,0.1,3,/
Cc1csc(=Nc2ccccc2)n1CCO,4,3,-2,-7,-2,-3,3.0,0.9,5,-1
CCCCOc1ccc(C(C)NC(=O)CCS(=O)(=O)Cc2ccccc2Cl)cc1 (stereo unspecified),-3,-2,-6,1,10,/,0.6,-2.5,-4,-4
CN(C)c1cc[n+](CC(=O)c2ccc(OC(F)F)cc2)cc1,-8,-1,-1,0,-7,-2,0.1,0.6,6,2

# Filtered by structure, the entries above with bromine.
SMILES,MITF act,V-ATPase pH,Rtt109 Vps75,Tat export inh,cardiac RTF act,Wnt bcat act,CDK5 inh,CAL PDZ FP-1,dFosB act,CAL PDZ FP-2
O=C(/C=C\Nc1ccc(Cl)cn1)c1ccc(Br)cc1,103*,-2,-8,4,1,36*,-1.1,-2.2,9,0
CCN1CCN(CC(=O)N/N=C/c2cc(Br)cs2)CC1,/,2,12,-9,1,-2,0.0,1.5,0,-2
O=C(NNC1CC(=O)N(c2ccc(Br)cc2)C1=O)c1ccccn1 (stereo unspecified),-8,-4,/,1,-3,-6,1.4,-2.6,-3,1

# Remaining list, next part.
SMILES,MITF act,V-ATPase pH,Rtt109 Vps75,Tat export inh,cardiac RTF act,Wnt bcat act,CDK5 inh,CAL PDZ FP-1,dFosB act,CAL PDZ FP-2
O=C(Cn1cnc2c(nnn2-c2cccc(F)c2)c1=O)Nc1ccc2c(c1)OCCO2,13,-2,-10,-2,-8,-1,-2.3,-2.1,?,-2
Cc1occc1-c1nc(-c2ccncc2)no1,44,0,0,2,5,/,-5.0,-1.9,-20,/
CCCC(c1nnnn1CC1CCCO1)N1CCN(c2ccccc2)CC1 (stereo unspecified),24,5,-2,-3,-6,0,0.1,-0.1,-6,1
COC(=O)c1c(CCl)noc1C(=O)NC(C)C,-4,3,-5,5,-3,-2,-2.4,1.7,14,1
Cc1ccc(NS(=O)(=O)c2cccc(C(=O)NCCc3c[nH]c4ccccc34)c2)c(C)c1,-11,-1,16,8,2,-1,1.1,-1.5,5,-6
CCC(C)(C)n1nnnc1C(c1cc(OC)ccc1OC)N1CCC(C(N)=O)CC1 (stereo unspecified),9,-8,-2,6,6,-2,0.4,-0.9,2,-1

# From PubChem
